Compound activity (PubChem)
aSyn yeast inh = inhibitors of alpha-synuclein toxicity in yeast; AID 652106; Potency, µM (top dose mostly 46.1 µM), without a hit: at the top dose growth rescue (activation), usual class: activators; Yeast expressing alpha-synuclein, growth rescue, BacTiter-Glo, 24 h; 370,000 tested, 0.14% active; note: potency is the fitted concentration of half-maximal effect; % of control where 0% means no effect; nearly all actives have a fitted effect of over 65% in size
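Rescue of yeast growth: cells expressing toxic alpha-synuclein, induced in galactose at OD600 0.02, incubated with compound 24 h at 30 C. ATP luminescence quantified growth; inhibitors of toxicity appear as activators.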
FUS yeast rescue = rescues growth of FUS-expressing yeast. 390,000 tested, 0.24% active. Potency, µM (top dose mostly 76.6 µM), without a hit: at the top dose growth rescue (activation), most hits filed as activators. S. cerevisiae FUS-expressing, growth rescue, OD600, 24 h;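 note: potency is the fitted concentration of half-maximal effect; plate controls were DMSO vehicle for no effect and reference control for full effect; nearly all actives have a fitted effect of over 55% in size; some results filed as inactive show a strong effect at the top dose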
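FUS-expressing yeast, raffinose-pregrown, induced in 2% galactose minimal medium at OD 0.005; compounds in a dilution series, 24hr at 30C. Growth restoration read as absorbance at 600 nm. CP55940 positive control, DMSO negative.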
IL-2 act = IL-2 activation. IL-2 activation reporter assay, cell-based qHTS; stimulated with anti-CD3/CD4/CD28 beads; in transgenic mouse T cells. activation, % (series mostly up to about 46 µM). 360,000 tested, 0.065% active. AID 652025; in the data active = activation above about 50%; inconclusive = mostly about 30% to 49%; note: 0% is about no effect
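EGFP and DsRed fluorescence is measured by plate cytometry in unstimulated transgenic mouse T cells exposed to compound for 60 minutes, then stimulated 18 hours at 37 degrees C with anti-CD3/anti-CD4 beads plus anti-CD28.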
WRN inhibitor = inhibitors of human WRN helicase. Potency, µM (titrated, usually from 114 µM), for inactives: at the top dose activity change, negative = inhibition, most hits filed as inhibitors. AID 651768. 360,000 tested, 0.46% active. Q14191. WRN helicase unwinding, fluorescent forked duplex, kinetic; note: potency is the fitted concentration of half-maximal effect; % is set by controls: 0 for no effect and ±100 for the full control effect; nearly all actives have a fitted effect of over 55% in size
Target sequence (Q14191 whole entry, looked up): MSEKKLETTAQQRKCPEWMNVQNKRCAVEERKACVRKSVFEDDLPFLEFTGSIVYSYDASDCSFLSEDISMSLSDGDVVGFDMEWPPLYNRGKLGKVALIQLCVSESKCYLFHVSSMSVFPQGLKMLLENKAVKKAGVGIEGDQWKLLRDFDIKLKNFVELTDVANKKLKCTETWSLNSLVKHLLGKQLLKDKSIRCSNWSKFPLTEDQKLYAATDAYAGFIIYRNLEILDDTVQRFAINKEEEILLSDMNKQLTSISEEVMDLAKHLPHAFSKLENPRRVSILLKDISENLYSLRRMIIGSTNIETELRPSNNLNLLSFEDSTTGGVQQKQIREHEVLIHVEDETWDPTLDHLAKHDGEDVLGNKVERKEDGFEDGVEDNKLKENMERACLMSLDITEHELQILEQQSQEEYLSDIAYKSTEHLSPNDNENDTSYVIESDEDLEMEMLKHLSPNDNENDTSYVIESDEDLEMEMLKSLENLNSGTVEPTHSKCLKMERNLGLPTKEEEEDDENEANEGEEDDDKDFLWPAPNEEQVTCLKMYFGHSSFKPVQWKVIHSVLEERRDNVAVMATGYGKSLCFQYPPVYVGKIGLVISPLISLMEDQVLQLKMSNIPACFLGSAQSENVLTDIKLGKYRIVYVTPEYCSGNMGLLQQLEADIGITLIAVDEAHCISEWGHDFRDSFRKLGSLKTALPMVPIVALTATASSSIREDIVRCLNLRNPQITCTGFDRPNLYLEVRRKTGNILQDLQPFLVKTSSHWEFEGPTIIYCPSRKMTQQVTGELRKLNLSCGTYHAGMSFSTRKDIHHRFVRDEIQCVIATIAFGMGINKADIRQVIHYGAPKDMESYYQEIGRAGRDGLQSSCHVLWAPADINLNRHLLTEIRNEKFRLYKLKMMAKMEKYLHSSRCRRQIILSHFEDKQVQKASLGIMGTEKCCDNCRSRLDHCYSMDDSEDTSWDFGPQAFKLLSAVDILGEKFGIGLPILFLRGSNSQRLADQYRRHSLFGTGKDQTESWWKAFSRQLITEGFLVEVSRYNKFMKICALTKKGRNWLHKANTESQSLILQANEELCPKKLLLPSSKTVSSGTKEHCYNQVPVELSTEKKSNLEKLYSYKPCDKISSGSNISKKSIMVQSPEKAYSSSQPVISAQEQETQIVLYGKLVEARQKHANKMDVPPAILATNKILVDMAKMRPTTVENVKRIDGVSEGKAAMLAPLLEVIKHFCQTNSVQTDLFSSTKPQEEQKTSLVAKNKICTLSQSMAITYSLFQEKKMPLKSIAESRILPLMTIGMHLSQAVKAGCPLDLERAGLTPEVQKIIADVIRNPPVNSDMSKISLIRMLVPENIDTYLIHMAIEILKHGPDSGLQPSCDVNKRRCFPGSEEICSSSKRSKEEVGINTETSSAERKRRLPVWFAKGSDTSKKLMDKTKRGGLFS
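WRN at 20 nM final was preincubated with compound for 15 min at room temperature; reaction started with 100 nM forked duplex oligonucleotide carrying fluorophore and quencher plus 2 mM ATP (final). Unwinding followed kinetically by red fluorescence (ex 525/em 598 nm).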
PLK1 PBD inh = PLK1 (human) polo-box domain binding inhibition; Plk1 PBD binding of FITC phosphopeptide, fluorescence polarization; Potency, µM, for inactives: max response, negative = inhibition, hits mostly inhibitors; 360,000 tested, 2.8% active; AID 720504; note: potency is the fitted concentration of half-maximal effect; series mostly up to about 57 µM; % is set by controls: 0 for no effect and ±100 for the full control effect; nearly all actives have a fitted effect of over 65% in size
Abeta yeast res = compounds reversing amyloid beta toxicity in yeast | Potency, µM (titrated, usually from 46.1 µM), without a hit: top-dose growth rescue, usual class: activators | 410,000 tested, 0.063% active | yeast expressing A-beta42, growth rescue, OD600, 48 h; response scale: 0% DMSO, 100% iron-clioquinol control; note: potency is the fitted concentration of half-maximal effect; nearly all actives have a fitted effect of over 55% in size
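Yeast growth medium received pinned compounds, then yeast cells expressing toxic A-beta were added; plates incubated at 30 C for 48 hr. Growth read as absorbance at 600 nm, normalized to DMSO and equimolar FeCl3 plus clioquinol controls.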
EPAC1 agonist = EPAC1 (human) agonism. O95398. EPAC1 agonist qHTS, biochemical assay; response scale: 100% = response to 6.5 mM cAMP. Potency, µM (top dose mostly 154 µM), for the others: at the highest dose activation, usual class: activators. 360,000 tested, 0.073% active; note: potency is the fitted concentration of half-maximal effect; nearly all actives have a fitted effect of over 60% in size
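Nucleotide exchange by EPAC1 (100 nM) on Rap1B–BODIPY-GDP (250 nM) in the presence of 50 uM GDP is tracked fluorescently at 480/540 nm over 30 min. Signals are normalized to a 6.5 mM cAMP control.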
EPAC1 antagonist = blocks human EPAC1 exchange factor | O95398 | EPAC1 GEF assay, Rap1b-BODIPY-GDP exchange fluorescence | Potency, µM (titrated, usually from 115 µM), inactives show at the top dose activity change, negative = inhibition, actives largely listed as inhibitors | 360,000 tested, 0.14% active | AID 720709;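 note: potency is the fitted concentration of half-maximal effect; plate controls were vehicle for no effect and positive control for full effect; nearly all actives have a fitted effect of over 50% in size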
PI5P4K alpha inh = inhibitors of human PI5P4K alpha | P48426 | PI5P4Kalpha enzyme, ADP-Glo luminescence, 60 min; active compounds read low | max response, % | 330,000 tested, 1.2% active | AID 652105; active = max response of -50% or lower; inconclusive = between -30% and -50%; inactive = -30% or higher; note: value at the top dose of about 77 µM; % is set by controls: 0 for no effect and ±100 for the full control effect
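Single end-point luminescence (ADP-Glo) quantified ADP from PI5P4Kalpha turnover; ATP 5 microM final, 1 h at RT, 0.1% CHAPS and 0.28 mM EGTA in HEPES pH 7.4.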
The depositor's hits bear a star; ? = inconclusive; / = no result given; & = joins results of further samples; [ ] = dose if it differs, or a comment. Unless noted, calls come from the whole dose curve; as a rule, active = well fitted curve in the direction sought with a large enough effect; inconclusive = small, poorly fitted or top-dose-only effect, or another doubt; inactive = no such curve, though single readings can be large; an effect the other way counts as inactive or inconclusive.

SMILES | aSyn yeast inh | FUS yeast rescue | IL-2 act | WRN inhibitor | PLK1 PBD inh | Abeta yeast res | EPAC1 agonist | EPAC1 antagonist | PI5P4K alpha inh
COc1cc(C(=O)N2CCCN(C)CC2)cc(OC)c1C | 1% | -1% | -2.0 | -1% | -1% | 6% | 11% | 1% | 2
CC(c1ccccc1)N1C(=O)c2ccc(C(=O)NCc3cccnc3)cc2C1=O (stereo not drawn) | -1% | 9% | -0.6 | 0% | 2% | 6% | 18% | -7% | -6
CNC(=O)CC1C(=O)N(C)C(=S)N1NC(=O)c1ccc(Cl)cc1 (stereo not drawn) | -20% | 17% | 0.2 | 0% | -6% | 8% | 14% | 14% | -8
N=c1n(CCN2CCCC2)c2ccccc2n1CC(O)c1ccc(Cl)c(Cl)c1 (stereo not drawn) | 7% | -23% | -0.4 | 4% | 24µM* | -10% | -6% | -5% | -11
CN(C)/C=N/c1nccc(-c2cccs2)n1 | 1% | 17% | -1.0 | -4% | -6% | -5% | -3% | -3% | 1
O=C(O)c1ccccc1-c1csc(-c2ccccc2)n1 | 18% | -6% | -1.1 | -3% | -7% | 26% | -3% | 36%[activator] | 3
COCCN(C(=S)Nc1ccc(C)cc1C)C(C)c1cccs1 (stereo not drawn) | ? | -22% | 0.3 | -2% | 4% | ? | 2% | 6% | -4
COc1ccc(CN(CC(=O)NC2CCCC2)C(=O)c2csnn2)cc1 | 1% | -15% | -0.1 | 0%[57.1 µM] | -1% | -8% | -2% | 3% | -1
CCOc1ccc(C(=O)Cn2cnnc2C#N)cc1 | 0% | 13% | 3.3 | 4% | -10% | -9% | 5% | 7% | -8
CCOc1ccc(NC(=S)NCc2nc3ccccc3[nH]2)cc1 | 0% | 4% | 0.0 | -1% | -25% | -7% | -1% | -20% | 1
CCOC(=O)C1=C(N)n2c(s/c(=C\c3cccs3)c2=O)=C(C(=O)OCC)C1c1cccs1 (stereo not drawn) | 4% | -7% | -2.2 | -9% | 0% | 9% | 5% | 5% | 2
COc1ccc(Cl)cc1-c1cc(C(=O)Nc2ccccc2)[nH]n1 | -5% | 4% | -0.2 | 1% | 5% | -30%[inhibitor] | 9% | -12% | 2
COc1ccc(OC)c(S(=O)(=O)NCc2cn3c(C)csc3n2)c1 | -6% | -8% | 0.9 | -1% | -22% | 0% | 4% | 0% | 6
CC(C)c1ccc(CN2CCC(n3nccc3NC(=O)C3CCCC3)CC2)cc1 | -2% | 1% | -2.6 | -6% | -1% | 4% | -1% | 5% | 5
CCN(CC)CCN(Cc1cc2cc(C)ccc2[nH]c1=O)C(=S)Nc1ccccc1 | 5% | 29% | -1.3 | 3% | 0% | 3% | -3% | -12% | -4
CC(=O)OCc1c(C)cc(C)c(/C=C(/C#N)C(N)=O)c1C | -1% | -5% | -2.2 | 1% | 0% | 0% | -1% | -6% | 6
O=Nc1ccc(NOC(=O)c2ccccc2)cc1 | -42%[inhibitor] | 1% | 2.0 | -5% | -4% | -45%[inhibitor] | 0% | -9% | -19
CCOC(=O)C(=CNc1nc(-c2ccc3ccccc3c2)cs1)C(=O)OCC | -1% | -3% | 0.6 | -17% | -6% | 3% | 4% | -4% | 21
O=C(CSC1=Nc2ccccc2C2CC=NN12)Nc1ccc(F)c(F)c1F (stereo not drawn) | 6% | -17% | -0.6 | 4% | ? | -6% | 1% | 1% | 0
COc1ccccc1CN1C[C@@H]2C[C@@H](c3ccccc3C)N3CCC[C@@]23C1=O | 0% | -23% | -3.3 | -1% | -12% | 5% | 5% | -21% | -6
O=C(Nc1ccc(S(=O)(=O)N2CCCCC2)cc1)c1ccc(F)cc1 | 0% | 25% | 0.0 | -6% | 2% | 0% | 9% | -20% | 2
Nc1nc(C23CC4CC(CC(Cl)(C4)C2)C3)cs1 | 19% | 2% | -0.5 | 8% | -4% | 16% | 2% | 4% | 0
O=C(CCCN1C(=O)/C(=C/c2ccccc2)SC1=S)N1CCOCC1 | 16% | 1% | 6.5 | 1% | -19% | -6% | 0% | 0% | 0
CCc1cc2c(=O)[nH]c(Cc3ccccc3)nc2s1 | 8% | -45% | -2.5 | -22% | -19% | 1%[9.22 µM] | -1% | -6% | 1
CCCN1C(=O)c2ccc(C(=O)NC3CCCCC3)cc2C1=O | 0% | 2% | -0.7 | -5% | -4% | 15% | 1% | 14% | -1
CCOC(=O)N1CCC(N2C(=O)c3ccccc3C2Nc2ccc(C)cc2)CC1 (stereo not drawn) | 3% | 20% | -1.7 | -9% | -4% | 10% | -4% | -17% | -1
COc1cccc(OCc2cc(C(=O)NCc3ccccn3)no2)c1 | -2% | 2% | 2.1 | -3% | -18% | 8% | 1% | 1% | 1
Cn1cnnc1SCc1nnc(-c2ccccc2Br)o1 | 8% | -16% | -2.9 | -2% | 5% | 0% | -4% | 10% | -1
Cc1cc(O)c(C(=O)Cc2csc(C)n2)c(O)c1 | 0% | -41% | -0.4 | -3% | -1% | 8% | -1% | -16% | 0
CCN(Cc1ccc2c(c1)OCCO2)C(=O)CN1C(=O)NC2(CCc3ccccc32)C1=O (stereo not drawn) | -8% | 39% | 0.5 | 10% | -4% | -5% | 1% | -12% | 0
CCOc1ccc(/C=N/n2cc(-c3ccccc3)[nH]c2=S)cc1 | -9% | 2% | -1.0 | -10% | -7% | ? | 12% | 4% | 3
CC(C)(C)OC(=O)N1CCCC1C(=O)N1CCc2ccccc21 (stereo not drawn) | -14% | 11% | 0.3 | 16% | -7% | 6% | 1% | 26% | 0
CCCCOC(=O)C1=C(C)Nc2nnnn2C1c1ccccc1Cl (stereo not drawn) | 5% | -32% | 0.5 | 2% | -5% | 4% | 6% | -4% | -1
CC(C)OCCCNC(=S)Nc1ccc2nc3n(c(=O)c2c1)CCCCC3 | 4% | -1% | -2.7 | -1% | -8% | -8% | 10% | -7% | 2
O=C(CN1CCN(c2ccc(O)cc2)CC1)N1CCc2ccccc21 | 2% | 14% | 6.7 | -6% | -1% | 7% | 6% | 10% | -18
COc1ccc(C)cc1NC(=O)c1ccc(OC(F)F)cc1 | -7% | -12% | -2.1 | -4% | -7% | -24% | 4% | -1% | 3
CCOc1ccc(C(=O)NNC(=O)c2cc(S(=O)(=O)N3CCOCC3)ccc2Cl)cc1 | 3% | / | -3.5 | -1% | 0% | 2% | -10% | 2% | -3
O=C(c1ccco1)N(CCO)Cc1cc2cc3c(cc2[nH]c1=O)OCO3 | -7% | -10% | 0.4 | 4%[57.1 µM] | -7% | -6% | 1% | -2% | 4
Cc1c(NC(=O)CSc2nncc3ccccc23)c(=O)n(-c2ccccc2)n1C | -1% | 14% | 1.4 | 10% | -2%&-7% | 6% | 0% | 1% | /
CCOC(=O)NC(=O)/C(N=Nc1cccc(C(F)(F)F)c1)=C(\C)O | 5% | 6% | 0.3 | 2% | -8% | 1% | -9% | -2% | 11
CCOc1cccc(-c2cc(C(=O)Nc3ccon3)c3ccccc3n2)c1 | -3% | 5% | 3.4 | -14% | -8% | -7% | 11% | -9% | -10
O=C(CN1C(=O)S/C(=C\c2cccs2)C1=O)Nc1ccc(O)cc1C(=O)O | 2% | ? | -4.2 | -11% | 24µM* | 3% | -16% | -20% | ?
O=C1NC(Cc2ccccc2)C(=O)N1CC(=O)N1CCCc2ccccc21 (stereo not drawn) | -2% | 4% | -0.1 | -2% | -9% | -9% | 9% | 8% | 1
CCOC(=O)CNC(=O)/C=C/c1c(Cl)cccc1Cl | -9% | -13% | -1.7 | -32%[57.1 µM] | -6% | -10% | 2% | 4% | -7
CC(C)(C)OC(=O)C[C@@H]1C/C=C\C[C@H](CC(=O)N(CCO)Cc2ccccc2)C(=O)N[C@H](Cc2ccccc2)COC1=O | -7% | 25% | 0.3 | 0% | 3% | -12% | -6% | -6% | 1
Cc1nc(-c2ccc(Cl)cc2)sc1C1(C)CC(c2ccc([N+](=O)[O-])cc2)=NO1 (stereo not drawn) | 12% | ? | 0.2 | -10% | -9% | -10% | 5% | -6% | 11
Oc1ccc(C(=S)N2CCCCC2)cc1 | -1% | 5% | 0.4 | 0% | 19µM* | -7% | 10% | 4% | -16
COc1cc(OC)c(C(=O)Nc2ccc(S(=O)(=O)N3CCCCC3)cc2)cc1OC | 5% | 32% | -5.5 | -16% | -5% | 14% | 22% | -9% | -1

An excerpt of these results, with values under each structure.
The line under a structure holds: aSyn yeast inh	FUS yeast rescue	IL-2 act	WRN inhibitor	PLK1 PBD inh	Abeta yeast res	EPAC1 agonist	EPAC1 antagonist	PI5P4K alpha inh
CC(C)(C)OC(=O)N1CCCC1C(=O)N1CCc2ccccc21 (stereo not drawn)
 : -14%	11%	0.3	16%	-7%	6%	1%	26%	0
CN(C)/C=N/c1nccc(-c2cccs2)n1
 : 1%	17%	-1.0	-4%	-6%	-5%	-3%	-3%	1

(further entries)
SMILES | aSyn yeast inh | FUS yeast rescue | IL-2 act | WRN inhibitor | PLK1 PBD inh | Abeta yeast res | EPAC1 agonist | EPAC1 antagonist | PI5P4K alpha inh
Cc1ccc(Cn2c(C)cc3c(c2=O)C(c2cccs2)C(C#N)=C(N)O3)cc1 (stereo not drawn) | 0% | 16% | -0.5 | 2% | -7% | 20% | 9% | 0% | /
Cc1ccc(-n2nc3c(=O)n(CCCC(=O)NCCN4CCN(C)CC4)nc(C)c3c2C)cc1 | 3% | -5% | -1.7 | -3% | 2% | -4% | 7% | -1% | 0
O=C(NCc1cccc(C(F)(F)F)c1)c1cc(-c2ccccc2)nn1CC1CC(c2cccnc2)=NO1 (stereo not drawn) | 0% | ? | -0.5 | 3% | -23% | -1% | -13% | -23% | 3
CCCCn1c(N)c(N(CC(C)C)C(=O)CSc2ccc([N+](=O)[O-])cc2)c(=O)[nH]c1=O | -7% | 24% | 0.1 | -8% | -24% | 8% | -7% | -16% | -21
C=CCn1c(=O)n2ncnc2c2c3c(sc21)CCCC3 | -5% | / | -0.1 | -7% | -5% | -20% | 5% | -9% | -20
